HKDC1 inhibitor: inhibitors of human hexokinase HKDC1 | recombinant HKDC1, G6PDH/diaphorase resazurin coupled fluorescence | inhibition, % at 20 µM | 340,000 tested, 0.16% active | AID 493160;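 active = inhibition above about 35% when tested at 20 µM, limit read from the data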;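 note: plate controls were DMSO wells with enzyme for no effect and DMSO wells lacking enzyme for full effect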
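Material – in-house recombinant HK5 (HKDC1) enzyme · Quantity – HKDC1 at 5 µg/mL · Buffer or medium – pH 8.0 Tris buffer with 10 mM MgCl2 · Reagent – glucose with 1 mM ATP · Dosing – single 20 µM dose · Times – reaction time 90 min, room temperature, protected from light · Technique – resorufin fluorescence at 613 nm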
Apaf1 inhib: blocks human Apaf-1 apoptosome activity. O14727. reconstituted apoptosome caspase-3 activity, DEVD-Rh110 fluorescence. 330,000 tested, 0.71% active. inhibition, % at 20 µM; active = inhibition of at least 40% at 20 µM;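 note: plate controls were DMSO wells for no effect and DEVD-CHO caspase inhibitor wells for full effect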
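Material: biochemical Apaf-1 apoptosome reconstitution. Medium: Hepes buffer, pH 7.5. Also added: cytochrome c activation, bis-DEVD rhodamine 110 substrate. Timing: 30 min compound preincubation, 50 min activation, room temperature. Measured by: rhodamine 110 fluorescence at Ex 480/Em 540 nm.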
SENP6 block: SENP6 protease inhibition | Q9GZR1 | Recombinant SENP6 catalytic domain, aminoluciferin luminescence | inhibition, % at 10 µM | 330,000 tested, 1.8% active;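 active = inhibition above about 50% at the single tested dose, limit read from the data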;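 note: plate controls were DMSO wells with enzyme for no effect and DMSO wells lacking enzyme for full effect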
Target sequence (Q9GZR1 628-1112 limits assumed): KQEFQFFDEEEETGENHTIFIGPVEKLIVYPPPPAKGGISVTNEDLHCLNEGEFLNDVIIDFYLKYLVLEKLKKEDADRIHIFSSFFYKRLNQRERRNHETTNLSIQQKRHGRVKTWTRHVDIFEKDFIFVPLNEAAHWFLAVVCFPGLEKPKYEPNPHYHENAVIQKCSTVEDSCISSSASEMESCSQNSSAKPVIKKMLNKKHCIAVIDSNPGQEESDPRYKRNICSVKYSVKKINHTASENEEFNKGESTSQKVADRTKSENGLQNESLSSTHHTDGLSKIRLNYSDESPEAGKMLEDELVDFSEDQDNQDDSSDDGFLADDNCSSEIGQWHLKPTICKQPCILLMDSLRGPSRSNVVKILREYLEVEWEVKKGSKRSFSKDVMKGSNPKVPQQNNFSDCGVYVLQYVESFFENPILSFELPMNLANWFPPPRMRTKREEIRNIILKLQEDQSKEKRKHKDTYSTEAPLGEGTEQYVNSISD
SENP1 inh: blocks the human SENP1 SUMO protease catalytic domain; Q9P0U3; recombinant SENP1 catalytic domain, CyPet-SUMO1-YPet FRET cleavage; inhibition, % at 10 µM; 360,000 tested, 0.21% active; AID 624204;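 active = inhibition at least 30% at 10 µM, raw YFP signal under a set limit, fluorescence ratio 0.5 to 1.5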;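 note: 0% = enzyme with DMSO and 100% = no enzyme wells; some results filed as inactive read as strong as hits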
Target sequence (Q9P0U3 419-644 limits assumed): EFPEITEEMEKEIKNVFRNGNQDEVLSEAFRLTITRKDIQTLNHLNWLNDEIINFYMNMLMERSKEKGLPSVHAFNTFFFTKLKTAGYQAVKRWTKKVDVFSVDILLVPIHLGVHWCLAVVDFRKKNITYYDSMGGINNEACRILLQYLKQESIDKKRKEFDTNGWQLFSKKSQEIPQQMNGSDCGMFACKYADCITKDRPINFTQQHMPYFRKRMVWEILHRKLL
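System: Recombinant human SENP1 catalytic domain, His6-tagged | Incubation: Enzyme reaction for 50 min at room temperature, dark | Medium: Tris pH 8 with BME, BSA, NP40 and catalase | Also added: 25 nM SUMO1 FRET substrate | Compound: 10 µM single point, 0.5% DMSO | Measured by: FRET fluorescence in CFP and YFP emission channels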
SENP8 block-1: inhibitors of human SENP8 protease | Q96LD8 | purified SENP8, Z-RLRGG-aminoluciferin cleavage, luminescence | inhibition, % at 10 µM | 330,000 tested, 1.2% active | AID 2540; in the data active = inhibition above about 50%
NALP3 yeast inh: NALP3 inhibition in yeast; Yeast reconstituted NLRP3/ASC/caspase-1, beta-gal luminescence, 24 h; inhibition, % at 10 µM; 330,000 tested, 0.39% active; AID 2825;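 active = inhibition of 50% or more; inactive = inhibition below 50%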;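 note: plate controls were induced DMSO wells for no effect and uninduced yeast grown without galactose for full effect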
PfGluPho inh: PfG6PD (Plasmodium falciparum) enzyme inhibition; PfGluPho enzyme, NADPH resazurin-diaphorase fluorescence; inhibition, % at 20 µM; 350,000 tested, 0.78% active; AID 504690;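 active = inhibition reaching at least a set limit at 20 µM in the primary screen, cut at about 59% in these data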;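 note: 0% = DMSO wells with substrate and 100% = DMSO wells lacking glucose-6-phosphate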
SENP8 block-2: SENP8 (human) protease inhibition; Q96LD8; recombinant SENP8, Nedd8 substrate fluorescence; inhibition, % at 20 µM; 360,000 tested, 0.64% active; AID 602440; in the data active = inhibition mostly above about 40%, no sharp cut-off; inactive = mostly below about 27%
SENP7 inh: inhibitors of human SENP7 protease. AID 434973. 330,000 tested, 1.5% active. recombinant SENP7, Z-RLRGG-aminoluciferin luminescence, 40 min. inhibition, % at 5 µM. Q9BQF6;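 active = inhibition above about 50% at the single test dose, limit read from the data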;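 note: plate controls were DMSO with enzyme for no effect and no enzyme buffer wells for full effect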
Target sequence (Q9BQF6 706-1050 limits assumed): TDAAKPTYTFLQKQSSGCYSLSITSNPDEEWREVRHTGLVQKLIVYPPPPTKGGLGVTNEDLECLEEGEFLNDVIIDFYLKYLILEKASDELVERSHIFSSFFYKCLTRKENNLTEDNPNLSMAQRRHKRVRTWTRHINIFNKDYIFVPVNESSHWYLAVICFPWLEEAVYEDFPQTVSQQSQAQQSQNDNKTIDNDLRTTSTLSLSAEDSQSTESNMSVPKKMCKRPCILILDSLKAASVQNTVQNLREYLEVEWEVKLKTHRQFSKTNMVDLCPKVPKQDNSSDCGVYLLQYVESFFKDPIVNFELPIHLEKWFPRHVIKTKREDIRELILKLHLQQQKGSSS
* marks the source's active call; other numbers are inactive results; / = no result given.

SMILES	HKDC1 inhibitor	Apaf1 inhib	SENP6 block	SENP1 inh	SENP8 block-1	NALP3 yeast inh	PfGluPho inh	SENP8 block-2	SENP7 inh
COC(=O)c1ccccc1NC(=O)CSc1nccn1C	-4	-3	1	0	3	-26	15	-2	1
Cc1noc(C)c1C(=O)OCC(=O)Nc1ccc(C(N)=O)cc1	-6	-10	-27	2	-8	14	-2	3	-7
Cc1cccc(OCC(=O)Nc2nc3ccc([N+](=O)[O-])cc3s2)c1C	-3	2	-41	-35	-2	7	-8	11	-4
Cc1cnc(C(=O)OCC(=O)N2CCN(S(=O)(=O)c3ccc(Cl)cc3)CC2)cn1	2	0	-5	-1	1	12	-5	-2	0
CCOC(=O)c1c(C)[nH]c(C(=O)OCC(=O)NC(C)(C)C)c1C	-8	2	6	-5	-7	7	-1	-14	7
O=S(=O)(Nc1ccccc1N1CCOCC1)c1ccc(Cl)s1	0	10	-10	0	1	22	53	12	1
COc1ccc(CC(=O)NCC2CCCN(Cc3ccc(F)c(OC)c3)C2)cc1 (stereo not drawn)	-7	-2	-12	0	13	16	-11	14	0
CCCC(=O)Nc1c2c(nn1-c1ccc(C)cc1C)CSC2	4	-4	-12	1	3	0	7	13	-14
CC(C)c1nc(SCC(=O)c2ccc(F)cc2)c2ccccc2n1	0	20	-34	-183	-11	19	27	-1	-1
COc1ccccc1NC(C#N)c1ccccc1OCc1ccccc1 (stereo not drawn)	11	2	11	1	-4	45	-3	9	3
COc1cccc(N2CCN(C(=O)c3cc4c(=O)n(Cc5ccccc5)ccc4nc3C)CC2)c1	-2	18	-9	-16	-9	14	16	-56	-13
O=S(=O)(c1ccc(F)cc1)n1ccc(-c2cnc(-c3ccccc3)s2)n1	1	21	-22	1	-1	-1	8	-335	-9
CN1CCN(CC(=O)N2c3ccc(S(=O)(=O)NCCNC(=O)OC(C)(C)C)cc3C(=O)Nc3cccnc32)CC1	-7	-4	0	1	-2	8	-9	0	1
CN(CCc1ccccc1)C(=O)c1cc(COc2ccc(F)cc2Cl)on1	2	10	-4	2	0	29	-11	12	-1
Cc1cccc(NC(=O)c2ccc(NC(=O)CC3SC(N4CCCC4)=NC3=O)cc2)n1 (stereo not drawn)	-4	4	-4	2	-4	26	-2	-3	5
O=C(Nc1ccccc1N1CCCC1)C1CCN(C(=O)c2ccc(F)cc2)CC1	-7	3	-14	-1	4	16	-5	10	3
CCCCN(C)C(=O)Cn1ncc2c3ccccc3n(CCC)c2c1=O	0	7	15	1	2	1	23	-18	5
CCOC(=O)[C@H]1[C@H]2COc3ccc(Cl)cc3[C@@H]2N2C(=O)CNC(=O)[C@@]12C	-3	-14	-8	-1	12	15	-9	10	-1
COC(=O)CSc1nc2ccc(NC(=O)CSc3nnnn3Cc3ccccc3)cc2s1	-3	0	9	0	-3	3	2	0	-3
Cn1nnc2cc(NC(=O)N3CC4(C)CC3CC(C)(C)C4)ccc21 (stereo not drawn)	-6	-1	-5	0	3	11	16	-17	2
Cc1ccc(S(=O)(=O)Nc2cccc(-c3cn4ccsc4n3)c2)cc1	0	0	12	0	12	-9	-4	18	5
c1ccc(CN2CCN(c3nc(-c4ccccn4)nc4ccccc34)CC2)cc1	-2	3	-17	-12	-10	22	-17	17	-7
CC(=O)Nc1cccc(NC(=O)CSc2nccn2Cc2ccc(F)cc2)c1	-4	5	-13	-1	-11	8	10	-4	-4
COc1ccc(/C=c2/sc3n(c2=O)NC2(c4ccccc4)N(C)C(=O)N(C)C2(c2ccccc2)N=3)cc1 (stereo not drawn)	0	7	-27	3	-7	27	2	-35	4

Looked up by compound from the list above (4):
SMILES	HKDC1 inhibitor	Apaf1 inhib	SENP6 block	SENP1 inh	SENP8 block-1	NALP3 yeast inh	PfGluPho inh	SENP8 block-2	SENP7 inh
CC(=O)Nc1cccc(NC(=O)CSc2nccn2Cc2ccc(F)cc2)c1	-4	5	-13	-1	-11	8	10	-4	-4
CCCCN(C)C(=O)Cn1ncc2c3ccccc3n(CCC)c2c1=O	0	7	15	1	2	1	23	-18	5
COc1cccc(N2CCN(C(=O)c3cc4c(=O)n(Cc5ccccc5)ccc4nc3C)CC2)c1	-2	18	-9	-16	-9	14	16	-56	-13
CC(C)c1nc(SCC(=O)c2ccc(F)cc2)c2ccccc2n1	0	20	-34	-183	-11	19	27	-1	-1

Carrying on.
SMILES	HKDC1 inhibitor	Apaf1 inhib	SENP6 block	SENP1 inh	SENP8 block-1	NALP3 yeast inh	PfGluPho inh	SENP8 block-2	SENP7 inh
Cc1cccc(N(CC(=O)NC2CCCC2)C(=O)CNC(=O)c2ccco2)c1C	-2	-1	-12	2	-2	15	6	12	-4
COC(=O)c1cc(NC(=O)c2nccnc2C(=O)O)cc(C(=O)OC)c1	1	2	-1	1	0	20	-13	-59	-9
CSc1ccc(/C=C(\NC(=O)c2ccc(C)cc2)C(=O)Nc2cccc(C)c2)cc1	5	-5	2	-10	-5	11	-7	-274	2
COc1ccccc1OCC(=O)N1CCN(c2ccccc2OC)CC1	-5	3	-1	0	-5	15	7	14	11
C/C(=N\Nc1cccc(Cl)c1)C1(C)N(O)C(C)(C)C(c2ccco2)=[N+]1[O-] (stereo not drawn)	-1	-21	-13	0	1	1	18	16	0
O=C(Cn1ncc2c1-c1ccccc1OC2)N(Cc1ccco1)C1CCCCC1	1	21	-6	-5	-15	9	13	-2	14
CN1OC[C@@H]2CN(C(=O)C(C)(C)C)[C@H](c3cccc(N4CCOCC4)c3)C[C@@H]21	-3	/	/	2	/	/	8	2	/
O=C(N=C1SC2CS(=O)(=O)CC2N1Cc1ccccc1Cl)C1CCCO1 (stereo not drawn)	-4	-1	9	-1	2	10	-23	8	-1
O=[N+]([O-])c1cccc(Nc2c3ccccc3nc3ccccc23)c1	7	8	-1	-166	-8	13	5	-425	8
COc1cc(/C=C2/NC(=O)N(CC(=O)Nc3cccc(C)c3)C2=O)ccc1OCC(N)=O	0	-12	2	0	-1	19	-7	-393	9
CCN(C(=O)C(C)OC(=O)CCCNC(=O)c1ccc(Cl)cc1)c1ccccc1 (stereo not drawn)	-4	-5	0	4	6	11	-21	6	0
Cc1ccc(C(=O)CCS(=O)(=O)c2ccc(F)cc2)cc1	8	15	12	1	-20	-2	13	7	43
CCC(C)COC(=O)c1ccc(C(=O)O)cc1 (stereo not drawn)	-3	2	62*	1	26	29	-19	26	2
Cc1cc(F)ccc1S(=O)(=O)N1CCCCC1CCNC(=O)C(=O)NCCN1CCOCC1 (stereo not drawn)	-2	5	-13	2	-7	12	-10	8	9
O=C(Nc1ccc(Cl)cc1)Nc1ccon1	1	4	21	-2	-7	9	10	3	27
Cc1cc(NC(=O)Nc2cc(Cl)ccc2C)no1	-3	9	6	0	-2	21	3	18	1
CCCCn1c(N)c(N(CCOC)C(=O)c2ccc(C)c(S(=O)(=O)N3CCCCC3)c2)c(=O)[nH]c1=O	-6	5	-1	-2	-6	7	-17	11	5
CC1N(C)c2cccc3cccc(c23)N1C	19	38	38	10	3	18	69*	-273	39
COc1ccc(C(=O)N2CCN(CC(=O)N3CCOCC3)CC2)cc1	-6	-9	7	0	0	21	-17	4	1
O=C(NC(=S)NCCN1CCOCC1)c1ccccc1	-9	-5	-33	0	-7	-15	-8	13	-10
O=C1CN(C(=O)c2ccc(Br)o2)C(c2ccccc2)c2cc(Br)ccc2N1 (stereo not drawn)	4	19	-15	2	8	24	21	1	-3
C/C(=N\NC(=O)c1cc(C(C)C)[nH]n1)c1ccncc1	1	11	-30	0	-10	-1	14	4	-9
Cc1c(Cl)cnn1CC(=O)NC1C(=O)N2C(C(=O)O)=C(CSc3nnnn3C)CSC12 (stereo not drawn)	-8	-9	-17	-1	-7	11	23	2	-8
Cc1c(Cl)c(C(=O)NNC(=S)NCc2ccco2)nn1C	-2	0	-12	3	-10	-4	-2	40*	-7
Cc1c(-n2cc(C(=O)c3cc(Br)ccc3O)cc(C#N)c2=O)c(=O)n(-c2ccccc2)n1C	6	3	5	19	-6	0	-6	6	-1
COc1ccc(N(CC(=O)NCCC2=CCCCC2)S(=O)(=O)c2ccccc2F)cc1	-1	15	-3	-1	1	5	6	1	4
COc1ccc(C2C3=C(CC(C)(C)CC3=O)OC(N)=C2[N+](=O)[O-])cc1 (stereo not drawn)	-15	-9	4	0	7	6	3	8	1
O=C(COC(=O)CNC(=O)c1ccccc1Cl)NC1CC1	-5	-11	0	0	0	7	1	-4	0
CCOC(=O)COc1ccc(C)cc1-c1ccno1	-3	-8	8	0	2	19	11	12	7
CCC(C)C(=O)Nc1nc(C)c(-c2csc(Nc3ccc(Cl)cc3)n2)s1 (stereo not drawn)	-1	1	-2	-15	1	7	8	-114	1
CCOC(=O)CN1C(=O)CN(c2ccc(C)c(C)c2)C1=O	-4	-3	0	1	4	4	4	18	5
CC(C)C(NS(=O)(=O)c1ccccc1)C(=O)N1CCCC1 (stereo not drawn)	-6	-6	-17	1	0	8	-6	22	0
COc1ccccc1-c1csc(NC(=O)c2ccc(N3C(=O)CCC3=O)cc2)n1	13	4	4	0	1	26	-4	-63	-6
CCCN(C(=O)C(=O)Nc1ccc2nc3n(c(=O)c2c1)CCCCC3)c1ccc(OCC)cc1	2	-8	-8	0	-4	-10	6	26	-1
C/C(CC(=O)Nc1cccc2c1CCCC2)=N\NC(=O)COc1ccccc1	-5	0	10	3	5	10	-6	17	0
CCC(=O)N1CCN(CCN=CC2=C(O)CC(c3cccs3)CC2=O)CC1 (stereo not drawn)	2	-13	-1	-1	-9	56*	-15	6	14
CCOc1ccc(C(C)NC(=O)c2cc(=O)[nH]c3ccccc23)cc1OCC (stereo not drawn)	-4	0	-20	2	5	15	-14	-21	-6
CCCCN(C(=O)CNC(=O)c1ccco1)C(C(=O)NC1CCCCC1)c1cccnc1 (stereo not drawn)	-4	-6	5	-1	4	10	20	9	1
Cc1cc2c(cc1C)NC(c1nc3ccccc3[nH]1)C1=C(CC(C)(C)CC1=O)N2 (stereo not drawn)	-1	4	-5	-14	8	2	-8	-28	8
Cc1nc2ncnn2c(C)c1Cc1ccccc1Cl	7	8	0	3	2	0	-8	10	6
COc1ccc(C)cc1-n1c(SCC(=O)NC2CC2)nc2ccccc2c1=O	0	14	-7	-1	-6	19	14	0	4
CN(C(=O)CSc1nc2cc([N+](=O)[O-])ccc2n1-c1ccc(F)cc1)C1CCS(=O)(=O)C1 (stereo not drawn)	0	6	-7	5	0	9	24	29	7
Cc1nc(SCc2ccc(F)cc2)c2oc3ccccc3c2n1	-4	-8	-19	1	-4	-5	1	20	2
CC(=O)N1c2ccccc2NC2=C(C(=O)CCC2)C1c1ccc(F)cc1 (stereo not drawn)	-7	1	-2	-1	-5	2	-3	-16	-3
COC(=O)c1ccc(COc2ccc(C=O)cc2)o1	-2	-3	16	0	-8	8	4	13	8
Cc1cc(C)nc(NS(=O)(=O)c2ccc(NC(=O)C(C)Oc3ccccc3F)cc2)n1 (stereo not drawn)	-4	2	-14	0	-3	6	-7	10	0
O=C(NCCN1CCCCC1)Nc1ccc(F)c(Cl)c1	-2	-9	-14	-5	-7	11	0	8	-8

Screening results from PubChem BioAssay.
